Bioassay records: PubChem BioAssay, several laboratories
LEDGF integ inh: blocks HIV-1 LEDGF/p75-dependent DNA integration | TR-FRET IN-LEDGF/p75 DNA integration, Eu/Cy5 | inhibition, % at 3.7 µM | hit rate 0.64% among 370,000 | AID 743269;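 active = inhibition above the screen-wide mean plus 3 SD, cut at about 13% in these data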;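 also: signal is the Cy5 over europium emission ratio at 671 and 618 nm; 0% = plate median of compound wells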
MBD2 inh: blocks human MBD2 binding to methylated DNA; Q9UBB5; TR-FRET, MBD2 binding to methylated oligonucleotide; inhibition, % at 4.4 µM; hit rate 0.31% among 370,000; AID 686964; in the data active = inhibition above about 13%
TCR CD3 inh: blocks the human TCR-CD3 interaction; TAMRA-labeled TCR probe fluorescence, biochemical; inhibition, % at 9.4 µM; hit rate 0.37% among 360,000; AID 651800; in the data active = inhibition above about 19%;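 also: recombinant mutant TCR 2C K166C tagged with TAMRA read by polarization; 0% = receptor in buffer alone and 100% = receptor with positive control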
TDP2 inh: TDP2 (human) inhibition, absorbance primary screen; recombinant TDP2, T5PNP hydrolysis, p-nitrophenol absorbance 415 nm; hit rate 0.34% among 370,000; O95551; inhibition, % at 12.8 µM;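 active = inhibition above the mean of all tested compounds plus 3 SD, set per campaign, cut at about 25% in these data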;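 also: 0% = DMSO with enzyme and 100% = buffer with substrate but no TDP2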
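Test system: human TDP2 enzyme; Input: 120 nM TDP2 per well; Buffer or medium: Mg2+-containing Tris-HCl buffer, pH 7.5; Reagent: 5 mM T5PNP; Dosing: 12.8 µM single point, 1% DMSO; Incubation: reaction 2 h, 37 °C; Detection: p-Nitrophenol epi absorbance; Read-out: % inhibition relative to enzyme-containing and enzyme-free wells; Replicates: single well per compound.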
mABHD4 FP: ABHD4 (mouse) inhibition, primary FP screen | AID 720543 | purified mABHD4, FP-Rh probe fluorescence polarization | inhibition, % at 8.92 µM | Q8VD66 | hit rate 0.54% among 370,000;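 active = inhibition exceeding the mean over every tested compound plus 3 SD, cut at about 30% in these data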;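 also: 0% = plate median of compound wells and 100% = S159A mutant with DMSO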
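Test system: mABHD4 protein | Buffer or medium: HEPES pH 7.0 buffer, 150 mM NaCl, 0.01% Pluronic F-127 | Probe or stimulus: FP-Rh fluorescent activity-based probe, added after compound pre-incubation | Timing: Pre-incubation 45 min, probe exposure 60 min, at 25 °C | Technique: Fluorescence polarization, excitation 525 nm, emission 598 nm, BODIPY TMR filters | Repeats: Single well per compound (singlicate)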
rCAG binder: r(CAG) repeat RNA binding; hit rate 1.3% among 370,000; TO-PRO-1 dye displacement fluorescence; inhibition, % at 3 µM;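 active = inhibition above the plate cutoff, the mean of all test compounds on that plate plus 3 SD, cut at about 35% in these data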;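 also: 0% = DMSO alone and 100% = 100 µM mitoxantrone as full dye displacement; higher means more dye released from RNA so lower well fluorescence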
SIAE inh: blocks human sialic acid acetylesterase; Q9HAT2; SIAE FP-Rh probe binding, fluorescence polarization; inhibition, % at 9.66 µM; hit rate 0.69% among 370,000;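 active = inhibition above a cutoff: mean of compounds within the control limits plus 3 SD of those, cut at about 17% in these data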;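 also: 0% = plate median of compound wells and 100% = probe without SIAE protein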
Target sequence (Q9HAT2 whole entry, looked up): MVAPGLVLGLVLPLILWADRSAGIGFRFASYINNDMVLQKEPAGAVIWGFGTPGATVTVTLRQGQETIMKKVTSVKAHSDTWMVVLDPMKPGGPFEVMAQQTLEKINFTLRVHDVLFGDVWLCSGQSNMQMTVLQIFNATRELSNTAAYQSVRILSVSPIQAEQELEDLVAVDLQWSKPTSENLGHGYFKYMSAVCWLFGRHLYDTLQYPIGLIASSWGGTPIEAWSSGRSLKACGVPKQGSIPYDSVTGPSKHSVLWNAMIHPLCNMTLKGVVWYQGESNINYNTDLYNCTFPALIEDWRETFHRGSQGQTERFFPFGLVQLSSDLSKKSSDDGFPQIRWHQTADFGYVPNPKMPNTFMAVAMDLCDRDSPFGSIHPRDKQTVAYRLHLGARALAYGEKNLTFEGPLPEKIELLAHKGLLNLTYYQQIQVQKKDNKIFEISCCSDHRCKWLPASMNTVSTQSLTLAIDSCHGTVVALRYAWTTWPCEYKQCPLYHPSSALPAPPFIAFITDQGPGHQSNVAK
PRMT1 inh: blocks human protein arginine methyltransferase 1; hit rate 1.3% among 370,000; recombinant PRMT1, activity-based probe fluorescence polarization; Q99873; inhibition, % at 2.79 µM;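 active = inhibition above about 21% made by adding two undisclosed values, limit read from the data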
Target sequence (Q99873 whole entry, looked up): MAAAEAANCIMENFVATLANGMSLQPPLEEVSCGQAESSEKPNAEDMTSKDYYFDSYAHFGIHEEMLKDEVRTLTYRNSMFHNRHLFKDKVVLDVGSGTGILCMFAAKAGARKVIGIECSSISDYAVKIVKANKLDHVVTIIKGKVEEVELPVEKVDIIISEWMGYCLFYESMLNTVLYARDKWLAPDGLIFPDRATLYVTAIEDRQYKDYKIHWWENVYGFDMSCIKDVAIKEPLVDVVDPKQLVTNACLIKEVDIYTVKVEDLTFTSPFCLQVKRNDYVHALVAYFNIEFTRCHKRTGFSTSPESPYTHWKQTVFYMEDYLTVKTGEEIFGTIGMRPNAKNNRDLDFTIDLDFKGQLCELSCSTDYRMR
HTRA1 inh: inhibitors of human serine peptidase HTRA1. hit rate 0.5% among 340,000. Q92743. recombinant HTRA1, FP-rhodamine activity-based probe, fluorescence polarization. inhibition, % at 5.96 µM; in the data active = inhibition above about 36%;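 also: 0% = enzyme with DMSO and 100% = wells lacking enzyme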
GC-B act: GC-B (human) receptor activation; P20594; hit rate 0.11% among 370,000; HEK293-GC-B cells, CNP EC30, cGMP TR-FRET; 0% at EC30 CNP, 100% saturating CNP; activation, % at 10 µM; AID 1920062;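 active = activation at 10 µM reaching about 35% in either raw or pattern-adjusted values, limit read from the data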
The depositor's hits bear a star; . = not tested or not shown. This is a subset; count on the stated rates, not on these rows.

SMILES	LEDGF integ inh	MBD2 inh	TCR CD3 inh	TDP2 inh	mABHD4 FP	rCAG binder	SIAE inh	PRMT1 inh	HTRA1 inh	GC-B act
CCOC(=O)c1nn(C23CC4CC(CC(C4)C2)C3)c2c1C(=O)N(c1ccc(C)cc1)C2=O	0	4	-10	-4	-6	3	1	3	-2	9
Cc1ccc(S(=O)(=O)NN=C2C3CC4CC(C3)CC2C4)cc1	-1	-3	6	9	-2	2	7	1	0	-4
CC1CCCN(Cc2nc(Cc3ccccc3Cl)no2)C1 (stereo not given)	1	4	-4	-10	-14	-8	-2	7	6	7
CCOC1=NC(C(=O)O)c2ccccc2/C(=C(/C)Cl)N1 (stereo not given)	3	4	0	3	-1	1	2	4	5	0
O=C(Nc1ccc(Cl)cc1)N1CCN(c2ccc3nnc(-c4ccc(F)cc4)n3n2)CC1	-3	-2	7	2	-48	14	-29	-2	-65	4
Oc1ccc(/C=N/N2CCN(c3ccccn3)CC2)cc1	1	-2	2	13	0	-2	10	-4	7	2
CCN(C(=O)c1ccc2c(=O)n3c(nc2c1)CCCCC3)c1ccc(F)cc1	-1	-3	1	-5	-2	-6	0	0	-4	2
CC(C)CNC(=O)NC(=O)COC(=O)Cn1cnc2ccccc2c1=O	-3	4	0	5	2	-3	10	-3	10	2
CN(Cc1nc2ccccc2c(=O)[nH]1)C(=O)c1cccc(S(=O)(=O)N2CCc3ccccc32)c1	2	0	-5	-3	-4	3	0	1	1	-5
Fc1cccc(CNCc2ccc3c(c2)OCO3)c1	0	6	-8	5	6	-5	-3	3	9	-1
COc1ccc(OC)c(N(CC(=O)N2CCC(C)CC2)S(=O)(=O)c2ccc(OC)c(OC)c2)c1	0	-4	1	20	-1	-7	3	-2	0	-3
CCCc1cc(=O)[nH]c(SCC(=O)N2CCN(c3ccccc3)CC2)n1	3	1	2	-4	-5	0	-1	1	1	-3
CC1CCC(NC(=O)c2cc(C3CC3)nn2-c2ccccc2)CC1 (stereo not given)	-6	-1	1	-1	10	-2	-2	6	-8	-1
CC(=O)c1ccc(NC(=S)NCCc2cccc(Cl)c2)cc1	-4	2	-3	4	-13	4	-13	0	-37	13
COc1ccc(/C=C(\C#N)C(=O)OCC(=O)NC(C)c2ccccc2)cc1 (stereo not given)	-1	-1	4	6	-2	-3	-2	-2	-2	-8
COc1ccccc1C(=O)NCCCNC(=O)c1ccccn1	-3	3	-10	6	1	-5	1	-3	1	0
Cc1ccc(C)c2sc(N)nc12	3	-2	6	-3	-7	-4	-3	-2	6	0
C[C@@H]1CN([C@@H](C)CO)S(=O)(=O)c2ccc(Br)cc2O[C@@H]1CN(C)S(=O)(=O)c1cn(C)cn1	-4	3	2	2	0	2	-4	0	0	5
CCCC(=O)Nc1ccc(C#Cc2ccccc2)cc1	1	2	7	-3	-13	4	3	-1	-22	-4
Cc1cc(=O)n2c(nc3ccccc32)s1	-2	-3	4	-13	6	1	4	-1	2	1
CCCCCC(=O)N1C[C@@H](O)[C@H](n2cc(-c3ccc(F)cc3)nn2)C[C@@H]1c1ccc(OC)cc1	5	5	-2	-3	1	2	-4	-2	-26	-3
Cc1ncc(CN2CCCC(CCC(=O)NCc3ccccc3F)C2)s1 (stereo not given)	-4	1	3	-3	2	-6	0	-1	0	1
CC(C)c1ccc(NC(=O)C2CCC(CNC(=O)[C@@H]3Cc4ccccc4CN3)CC2)cc1 (stereo not given in full)	0	2	4	-5	7	-4	3	-1	5	-3
COc1ccc(NC(=O)c2ccc(NC(=O)CN3CCN(c4ccc(O)cc4)CC3)cc2)cc1	4	-3	4	-23	2	15	6	34*	-1	0
O=[N+]([O-])c1ccc(/C=N/NC(=S)Nc2ccc(Cl)cc2Cl)s1	2	0	4	10	16	13	6	4	35	-5
Cc1ccc(-c2cc(N)n(-c3ccc(C)cc3)n2)cc1	0	0	5	-8	7	6	-4	-1	-16	7
Cn1cc(CC(=O)NC2CCCCC2)c2ccccc21	2	1	0	1	2	2	-3	3	-6	6
Cc1ccc2oc(=O)c(-c3ccc(O)cc3)c(C)c2c1	2	0	3	-1	-1	3	2	0	-3	-5
Cc1ccc2nc(-c3ccc(F)cc3)c(CC3CCCCC3)n2c1	-2	13	-3	-5	-14	7	0	10	.	-3
CC(C)(Oc1ccc(Cl)cc1)C(=O)O	2	-2	4	-4	1	3	-7	2	2	-4
O=c1[nH]c2ccc(NC(=S)Nc3ccccc3Cl)cc2[nH]1	-3	-5	2	1	-2	0	-1	1	4	-4
CC(C)NC1CS(=O)(=O)CC1O (stereo not given)	2	-3	-1	-2	-2	2	-2	-1	-2	0
CCOc1ccc(CN2C(=O)c3ccccc3C2C(=O)NC(C)CC)cc1OC (stereo not given)	1	0	-5	2	2	-3	-3	-2	3	2
CC(=O)c1oc2ccccc2c1N	-1	0	-3	3	-1	1	-1	0	2	3
Cc1cccc(NC(=O)c2cccc(NC(=O)c3ccco3)c2)c1C	-1	4	11	2	-4	8	6	-4	-12	2
C=CCc1cc(OC)ccc1OCCN(C)Cc1ccccc1	-4	4	-4	3	11	-12	3	3	-5	-4
Cc1ccccc1C(=O)NNC(=O)CSc1nnc(C)n1-c1ccccc1	1	-2	7	-6	4	-2	-3	-1	6	1
CCOC(=O)C(C(=O)OCC)C(CC(=O)C1CC1)c1ccccc1 (stereo not given)	3	0	3	-3	-3	-4	3	0	0	-7
CCCNC(=O)c1ccc(N2CC3CC(C2)c2cccc(=O)n2C3)c(NC(=O)Nc2ccc(CC)cc2)c1 (stereo not given)	1	-6	7	10	13	2	9	2	-6	-2
COc1cc(-c2cc(-c3ccccc3)nc(SCC(=O)O)c2C#N)cc(OC)c1OC	-2	-2	-2	3	-1	41*	-10	-3	-18	-3

Two of these compounds in a different format:
canonical_smiles: CCOC(=O)C(C(=O)OCC)C(CC(=O)C1CC1)c1ccccc1 (stereo not given)
  LEDGF integ inh = 3; MBD2 inh = 0; TCR CD3 inh = 3; TDP2 inh = -3; mABHD4 FP = -3; rCAG binder = -4; SIAE inh = 3; PRMT1 inh = 0; HTRA1 inh = 0; GC-B act = -7

canonical_smiles: O=c1[nH]c2ccc(NC(=S)Nc3ccccc3Cl)cc2[nH]1
  LEDGF integ inh = -3; MBD2 inh = -5; TCR CD3 inh = 2; TDP2 inh = 1; mABHD4 FP = -2; rCAG binder = 0; SIAE inh = -1; PRMT1 inh = 1; HTRA1 inh = 4; GC-B act = -4

Continuation.
SMILES	LEDGF integ inh	MBD2 inh	TCR CD3 inh	TDP2 inh	mABHD4 FP	rCAG binder	SIAE inh	PRMT1 inh	HTRA1 inh	GC-B act
Cc1ccc(C)c(N2CCN(CC(=O)Nc3ccc([N+](=O)[O-])cc3C(=O)Nc3ccccc3F)CC2)c1	-2	2	-3	5	1	3	-10	4	6	-1
CNC(=O)COc1coc(CN2CCN(C(=O)c3ccco3)CC2)cc1=O	-2	6	1	-7	-5	-3	-6	10	7	3
CCCCn1nnnc1C(c1cc2ccccc2o1)N(C)Cc1ccccc1 (stereo not given)	2	2	10	-8	-9	1	-11	-1	.	-3
Cc1ccc(C)c(NC(=O)C[n+]2ccccc2)c1	3	2	3	-5	2	2	-3	-3	0	3
CCOC(=O)CCc1nc2ccccc2[nH]1	0	7	-1	-1	6	-3	-4	2	-1	7
CCC(=O)NCCCOc1ccccc1	-3	5	0	5	7	-2	2	1	1	-3
Cc1cc(C)nc(Nc2ccccc2F)n1	-2	6	4	-6	4	0	10	-3	0	9
O=[N+]([O-])c1ccccc1S(=O)(=O)N1CCN(C2CCN(Cc3ccccc3)CC2)CC1	-1	5	-8	1	17	-5	-5	5	-7	7
CCOC(=O)C1CCN(C2CCN(C(=O)c3oc4c(C)c(C)ccc4c3C)CC2)CC1	3	-3	0	-5	-9	-1	-4	-4	-6	5
CC(C)CC1NC(=O)N(CC(=O)NC2CCCc3ccccc32)C1=O (stereo not given)	-5	5	0	-3	8	0	1	3	-3	2
CC(=O)c1ccc(OCc2cn(CC(=O)c3ccc(O)cc3)nn2)cc1	4	4	1	2	8	3	0	1	-1	-3
NNC(=O)CNC(c1ccccc1)c1cc(Br)ccc1N (stereo not given)	-1	1	-8	-8	-4	5	-4	7	-3	-7
CCOc1ccc(S(=O)(=O)NC(=O)c2ccccc2)cc1	0	-6	1	-4	-2	3	3	-1	0	0
CCOC(=O)[C@]12CCCC=C1N(Cc1cccc3ccccc13)C(=O)[C@H](CC(=O)N1CCC(c3ccccc3)CC1)C2	-4	4	-6	8	10	2	8	5	.	4
CCCCC(=O)NNC(=S)NC(=O)C(c1ccccc1)c1ccccc1	-12	-5	6	-5	4	15	6	2	-3	8
COc1ccc(NC(=O)c2cccc(N3C(=O)C4C5C=CC(C5)C4C3=O)c2)c(OC)c1 (stereo not given)	3	-3	-1	-3	1	-3	-1	0	9	2

5 compounds out of the list, sorted by length of the SMILES, rising.
SMILES	LEDGF integ inh	MBD2 inh	TCR CD3 inh	TDP2 inh	mABHD4 FP	rCAG binder	SIAE inh	PRMT1 inh	HTRA1 inh	GC-B act
NNC(=O)CNC(c1ccccc1)c1cc(Br)ccc1N (stereo not given)	-1	1	-8	-8	-4	5	-4	7	-3	-7
CCCCn1nnnc1C(c1cc2ccccc2o1)N(C)Cc1ccccc1 (stereo not given)	2	2	10	-8	-9	1	-11	-1	.	-3
CCCCC(=O)NNC(=S)NC(=O)C(c1ccccc1)c1ccccc1	-12	-5	6	-5	4	15	6	2	-3	8
CCOC(=O)C1CCN(C2CCN(C(=O)c3oc4c(C)c(C)ccc4c3C)CC2)CC1	3	-3	0	-5	-9	-1	-4	-4	-6	5
COc1ccc(NC(=O)c2cccc(N3C(=O)C4C5C=CC(C5)C4C3=O)c2)c(OC)c1 (stereo not given)	3	-3	-1	-3	1	-3	-1	0	9	2
